GRP78 ERSR act = induces the endoplasmic reticulum stress response in human glioma cells; AID 602332; actives 0.02% (n = 420,000); Potency, µM, for inactives: at the top dose activation, actives largely listed as activators; U87-MG GRP78 promoter luciferase reporter, 16 h; also: potency is read from the fitted curve at half-maximal effect; series mostly up to about 76 µM; % of control where 0% means no effect; nearly all actives have a fitted effect of over 35% in size
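Stably transfected U87-MG human glioma cells carrying a GRP78-based luminescent sensor were seeded at 1000 cells/well, pin-dosed with compounds and incubated 16 h. Luciferase reagent was then added, and end-point luminescence was read after 10 min at room temperature.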
LDHA block = inhibitors of human lactate dehydrogenase A; P00338; purified LDHA, NADH/diaphorase-resazurin fluorescence; active compounds read low; activity change, % (values are at about 110 or 230 µM); actives 0.15% (n = 480,000); in the data active = activity change below about -30%; inconclusive = mostly about -25% to -30%;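 also: plate controls were DMSO wells for no effect and wells without enzyme for full effect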
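Human LDH5 at 2 nM final in Tris HCl pH 7.4 with 0.06 mM NADH and 0.2 mM pyruvate, reacted 5 minutes at room temperature. Remaining NADH coupled via diaphorase/resazurin; resorufin fluorescence read at 0 and 20 minutes, normalized to enzyme-free and DMSO wells.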
D1 PAM = potentiators of human D1 dopamine receptor | potentiation, % at 10 µM | P21728 | HEK293 TREx D1 cells, calcium flux, dopamine EC20 potentiation | actives 0.036% (n = 360,000) | AID 504651; in the data active = potentiation above about 30%; also: 0% is about no effect
Target sequence (P21728 whole entry, looked up): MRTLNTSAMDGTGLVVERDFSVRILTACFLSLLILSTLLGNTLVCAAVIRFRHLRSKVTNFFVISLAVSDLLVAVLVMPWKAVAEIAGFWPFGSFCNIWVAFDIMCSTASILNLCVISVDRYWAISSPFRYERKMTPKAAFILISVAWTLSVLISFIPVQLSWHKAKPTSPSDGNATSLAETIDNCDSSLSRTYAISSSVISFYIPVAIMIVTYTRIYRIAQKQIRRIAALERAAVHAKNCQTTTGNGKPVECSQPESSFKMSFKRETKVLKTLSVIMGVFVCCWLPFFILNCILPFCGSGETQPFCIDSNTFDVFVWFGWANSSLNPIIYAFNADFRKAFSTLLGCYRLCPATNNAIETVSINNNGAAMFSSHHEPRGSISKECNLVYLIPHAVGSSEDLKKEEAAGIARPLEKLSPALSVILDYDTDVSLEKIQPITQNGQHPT
D2 potentiator = positively modulates the human D2 dopamine receptor allosterically; potentiation, % at 10 µM; HEK293 T-REx D2, calcium flux, EC20 dopamine potentiation; AID 485347; actives 0.34% (n = 340,000);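 active = potentiation over 3 SD above the plate norm, cut at about 30% in these data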; also: 0% is about no effect
Target sequence (P14416 whole entry, looked up): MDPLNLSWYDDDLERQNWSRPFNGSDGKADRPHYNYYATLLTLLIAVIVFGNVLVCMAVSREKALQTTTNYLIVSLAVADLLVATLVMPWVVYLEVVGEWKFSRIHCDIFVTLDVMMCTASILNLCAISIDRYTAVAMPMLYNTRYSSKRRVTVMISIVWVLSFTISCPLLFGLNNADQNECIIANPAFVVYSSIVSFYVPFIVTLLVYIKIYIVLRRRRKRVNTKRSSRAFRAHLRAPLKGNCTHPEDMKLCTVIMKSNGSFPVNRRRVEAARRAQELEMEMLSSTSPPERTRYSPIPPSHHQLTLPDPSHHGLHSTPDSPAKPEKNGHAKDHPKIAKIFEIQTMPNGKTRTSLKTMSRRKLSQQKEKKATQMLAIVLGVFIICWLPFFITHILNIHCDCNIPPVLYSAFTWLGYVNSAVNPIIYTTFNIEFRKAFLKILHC
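Primary screen. Calcium kinetics in induced HEK293 T-REx D2 cells: compound pre-addition 180 s, EC20 dopamine, 180 s more.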
RXFP1 agonist = agonists of human relaxin receptor RXFP1. Q9HBX9. HEK293T-RXFP1 cAMP TR-FRET, 30 min; response scale: percent of porcine relaxin response, buffer zero. Potency, µM (doses to about 57.5 µM), for inactives: at the top dose activation, usual class: activators. actives 0.3% (n = 370,000); also: potency is read from the fitted curve at half-maximal effect; % is scaled to controls: 0 for no effect and ±100 for the full control effect; nearly all actives have a fitted effect of over 60% in size; many of its hits are not listed in these tables
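HEK293T cells stably expressing RXFP1 were pretreated with the PDE4 inhibitor Ro 20174, exposed to compounds for 30 min at 37C, lysed, and cAMP was read by TR-FRET. Data normalized to buffer (basal) and 29 nM porcine relaxin (100%).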
D1 ag = human D1 receptor agonism; HEK293 T-REx D1 cells, calcium flux, agonist mode; activation, % at 2 µM; actives 1% (n = 360,000); AID 504660; in the data active = activation above about 30%; also: 0% is about no effect
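Inducible HEK293 T-REx D1 cells, force-coupled to calcium signalling, were plated at 4000 cells/well with tetracycline and held overnight at 30 C. After no-wash calcium dye loading, compound-evoked calcium rise over 180 s flagged agonists.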
Vif-A3G inh = Vif-A3G binding inhibition; Q9HC16; HeLa A3G-eYFP + Vif (tagged APOBEC3G with the HIV-1 protein that degrades it), YFP fluorescence, overnight; Potency, µM (titrated, usually from 46.1 µM), for the others: at the highest dose activity, negative = active, usual class: inhibitors; actives 0.076% (n = 410,000); AID 602310;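 also: potency is read from the fitted curve at half-maximal effect; % is scaled to controls: 0 for no effect and ±100 for the full control effect; nearly all actives have a fitted effect of over 60% in size; hits raise eYFP signal because A3G escapes Vif-driven loss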
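HeLa cells stably expressing Vif and C-terminally eYFP-tagged A3G, seeded overnight at 37 deg C, then exposed to compound by pintool overnight at 37 deg C. Rise in yellow fluorescence (Ex 488/Em 500-530, Acumen) marks blocked Vif-driven A3G degradation.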
D1 antagonist = antagonists of human D1 dopamine receptor; activity change, negative = inhibition, % at 10 µM; P21728; HEK293 TREx D1 cells, calcium flux, dopamine EC80; active compounds read low; actives 3.2% (n = 360,000); in the data active = activity change below about -30%; also: % is scaled to controls: 0 for no effect and ±100 for the full control effect
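Allosteric or orthosteric antagonism assessed as attenuation of the calcium response to EC80 dopamine, added 180 s after compound, in induced HEK293 Trex D1 cells loaded with no-wash calcium dye.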
Vif-APOBEC3F blk = Vif-A3F binding inhibition; actives 0.2% (n = 390,000); HeLa A3F-eYFP + Vif (tagged APOBEC3F with the HIV-1 protein that degrades it), YFP fluorescence increase; Potency, µM (titrated, usually from 46.1 µM), without a hit: at the top dose activity, negative = active; also: potency is read from the fitted curve at half-maximal effect; % of control where 0% means no effect; nearly all actives have a fitted effect of over 65% in size
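Fluorescence increase (Ex 488/Em 500-530) after overnight compound treatment at 37 deg C flags inhibition of Vif-driven A3F-eYFP loss in stable HeLa A3F-eYFP/Vif cells seeded overnight beforehand.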
Numbers without * were called inactive; ? = inconclusive; nt = no result given. Unless noted, calls follow the shape of the dose curve; as a rule, active = well fitted curve in the direction sought with a large enough effect; inconclusive = small, poorly fitted or top-dose-only effect, or another doubt; inactive = no such curve, though single readings can be large; an effect the other way counts as inactive or inconclusive.

SMILES | GRP78 ERSR act | LDHA block | D1 PAM | D2 potentiator | RXFP1 agonist | D1 ag | Vif-A3G inh | D1 antagonist | Vif-APOBEC3F blk
CN(Cc1ccccc1)C(=O)c1[nH]cnc1C(=O)N[C@@H](Cc1ccccc1)C(=O)OCc1ccccc1 | ? | -15 | 1 | -4 | -1.2% | 4 | -2% | 9 | 1%
CC(C)(C)c1ccc(CN(Cc2ccco2)c2cnc(S(C)(=O)=O)nc2C(=O)Nc2ccc(F)cc2)cc1 | 4% | 2 | -2 | 11 | 0.0% | 13 | 2% | -21 | -3%
COc1ccc(-c2nc(C3CCCCC3)c3cc(OC)ccc3n2)cc1 | -2% | 3 | -2 | 5 | 2.0% | -1 | 1% | 14 | 1%
Cc1nnc(SCC(=O)Nc2ccc(S(=O)(=O)N3CCCCC3)cc2)s1 | -4% | -6 | -6 | 14 | 0.8% | 12 | 0% | -12 | 0%
COc1ccc(-c2cc(C(F)(F)F)n3ncc(C(=O)N4CCCCC4c4cccnc4)c3n2)cc1 (stereo not given) | 12% | -9 | 4 | 4 | 6.5% | 1 | 0% | -8 | -14%
O=C(CSC1=Nc2ccccc2C2=NC(Cc3ccccc3)C(=O)N12)Nc1ccccc1 (stereo not given) | -6% | -3 | 0 | -3 | -5.0% | 1 | -8% | 6 | -13%
CCn1c(CNC(=O)c2ccco2)nnc1SCC(=O)c1ccc(F)cc1 | -4% | -1 | nt | -1 | 3.3% | 3 | -4% | 4 | 6%
CC(=O)c1cnc2sccn2c1=O | 0% | -3 | -1 | -1 | 12% | 2 | -4% | 14 | -13%
CC(=O)c1cn(CCOc2ccccc2C)c2ccccc12 | -3% | -5 | -7 | 13 | 0.6% | 18 | 1% | -38* | -4%
O=C(N/N=C/c1ccccc1)c1sccc1OCc1ccc(F)cc1 | 2% | -4 | -2 | 16 | -1.6% | 2 | ? | 2 | -4%
S=C(NCc1ccccc1)Nc1ccc(Oc2ccccc2)cc1 | 0% | -12 | -6 | 12 | 0.6% | 5 | 0% | -15 | 1%
O=C(CSc1nnc2ccc(-c3ccccn3)nn12)Nc1cccc(F)c1 | -4% | -3 | nt | nt | nt | nt | 0% | nt | -2%
CCC(C)(C)NC(=O)c1ccc2c(c1)N(CC(=O)NC1CCCC1)C(=O)C(C)(C)O2 | -2% | 4 | -3 | -31 | 0.7% | 1 | -4% | 7 | -9%
CCCCn1c(SCC(=O)Nc2nnc(C)s2)nnc1-c1ccncc1 | -2% | 0 | -3 | 7 | 0.2% | 0 | 2% | 3 | 1%
Cc1cc(N2CCCCC2)nc2ccc(NC(=O)c3cccc(F)c3)cc12 | -4% | 3 | 0 | -1 | 3.9% | 0 | -4% | -14 | 0%
Nc1cc[n+](CC(=O)c2ccccc2)cc1 | -3% | -3 | -2 | 8 | 0.2% | 4 | 1% | -3 | 15%
N/C(=N\NS(=O)(=O)c1cc(C(F)(F)F)cc(C(F)(F)F)c1)c1ccccn1 | 2% | -6 | -3 | -1 | 2.1% | 3 | 0% | -2 | 4%
COc1ccc(-c2nc(CSc3nnc(C)n4c3cc3oc(C)cc34)c(C)o2)cc1OC | -1% | 5 | -3 | -8 | 16% | 0 | 2% | -10 | 4%
O=C(CN1CCN(C(=O)CCC(=O)N2CCC(c3ccccc3)=N2)CC1)Nc1ccc(F)cc1 | -2% | -6 | -6 | -6 | -1.5% | 4 | -1% | -41* | -21%
COc1cccc(N2CC(C(=O)Nc3nnc(SCC(=O)N4CCOCC4)s3)CC2=O)c1 (stereo not given) | -5% | 3 | -3 | -5 | 0.3% | 0 | -2% | -1 | -3%
CN1C(=O)/C(=C/C=C2\SCCN2C)SC1=S | nt | nt | 6 | -6 | 0.2% | 19 | nt | -2 | nt
COc1cccc(/C=N/Nc2ncc(C(F)(F)F)cc2Cl)c1O | 2% | 6 | 11 | 2 | 2.6% | 0 | ? | 11 | -20%
COC(=O)c1cc(S(=O)(=O)N2CCOCC2)c(Cl)cc1N1CCOCC1 | -4% | -8 | -4 | -4 | 0.4% | 0 | -1% | 1 | -2%
Cc1cccc(CSc2nc3nc(C)cc(C)n3n2)c1 | ? | -2 | -1 | 13 | -0.9% | 2 | 1% | 0 | 4%
COc1ccc(C(=O)NCC(=O)OCC(=O)Nc2cc(OC)ccc2OC)cc1 | -2% | 12 | -3 | 1 | -0.6% | 1 | 1% | 9 | -15%

Marked active in D1 antagonist, among the entries above:
SMILES	D1 PAM	D2 potentiator	D1 ag	D1 antagonist
CC(=O)c1cn(CCOc2ccccc2C)c2ccccc12	-7	13	18	-38*
O=C(CN1CCN(C(=O)CCC(=O)N2CCC(c3ccccc3)=N2)CC1)Nc1ccc(F)cc1	-6	-6	4	-41*

Additional results follow:
SMILES | GRP78 ERSR act | LDHA block | D1 PAM | D2 potentiator | RXFP1 agonist | D1 ag | Vif-A3G inh | D1 antagonist | Vif-APOBEC3F blk
COc1cccc(NC(=O)CN(C)C(=O)/C=C/c2ccc(S(=O)(=O)N3CCCCCC3)cc2)c1 | -2% | -5 | nt | nt | nt | nt | 0% | nt | 0%
CC1CCCCC1NC(=O)CCNS(=O)(=O)c1ccc2c(c1)CCC(=O)N2 (stereo not given) | -5% | -3 | 9 | 7 | 0.1% | 3 | -1% | 25 | 3%
CC(NS(=O)(=O)c1ccc(Br)cc1F)[C@H](O)c1ccccc1 (stereo not given in full) | -2% | -4 | nt | nt | nt | nt | 4% | nt | -9%
COc1ccccc1N1CCN(Cc2ccc(OC)c3ccccc23)CC1 | -7% | -6 | -3 | -19 | -1.6% | 1 | -1% | 15 | -2%
O=C(NCCc1ccc(Cl)cc1)C(=O)NCC(c1cccs1)S(=O)(=O)c1cccs1 (stereo not given) | -2% | -13 | -2 | 2 | 6.3% | 21 | 3% | nt | 1%
O=C(CSc1nnc(CNC(=O)c2cccs2)o1)NC1CCCCC1 | -2% | -1 | -1 | -10 | 0.3% | 0 | 3% | 1 | 2%
Cn1cnc2ncnn2c1=S | 0% | 0 | nt | nt | nt | nt | 7% | nt | -4%
COc1ccc(-c2coc3cc(OC(C)=O)c(OC)cc3c2=O)cc1 | -1% | 4 | nt | nt | nt | nt | 2% | nt | -2%
CCCCC(=O)Nc1c(O)c2ccccc2[nH]c1=O | -5% | -4 | 7 | 30 | 1.1% | 0 | 0% | 32 | -7%
CCC(=O)OC1(C(=O)CCl)[C@@H](C)C[C@H]2[C@@H]3CCC4=CC(=O)C=C[C@]4(C)[C@@]3(F)[C@@H](O)C[C@@]21C (stereo not given in full) | -4% | -19 | -3 | 8 | 0.9% | -1 | -2% | 26 | 0%
O=C(COC(=O)c1cnccn1)c1ccccc1 | -2% | -8 | -11 | -8 | 1.4% | 4 | -1% | 4 | 1%
COCCn1c(SCC(=O)NNC(=O)c2ccc(OC)c(OC)c2)nc2ccccc2c1=O | 11% | -4 | 3 | 2 | 4.5% | 2 | 0% | -10 | 8%
CCN1CCN(c2ccc(S(=O)(=O)N3CCCCC3)cc2NC(=O)COc2ccc(F)cc2Cl)CC1 | -6% | -5 | 5 | -5 | 2.3% | 3 | 2% | 10 | 0%
Cc1ccc(-c2cnn(-c3cccc(C(F)(F)F)c3)c2N)cc1 | 4% | -8 | 3 | 3 | 3.0% | -1 | 1% | -9 | 0%
Cc1ccc2c(c1)N(CCC(=O)NCC1CCCO1)C(=O)CO2 (stereo not given) | -4% | 0 | nt | nt | -0.8% | nt | 1% | nt | 4%
O=C(/C=C/c1ccco1)OCc1nnc(-c2ccccc2)o1 | -3% | -3 | 2 | 1 | 0.5% | 5 | -1% | 16 | -1%
Nc1ccc(-c2c3ccccc3nc3ccccc23)cc1 | -4% | -5 | -5 | -5 | 1.2% | 1 | -3% | -10 | -4%
Cc1ccc(C(=O)Nc2ccccc2C(=O)N2CCOCC2)cc1[N+](=O)[O-] | 8% | -8 | -11 | 1 | -0.2% | 2 | -3% | 0 | 3%
O=C(N/N=C/c1cccc2cccnc12)[C@H]1C[C@@H]1c1ccccc1 | -4% | 1 | 1 | -9 | -2.0% | 2 | -6% | 12 | -2%
C=CCSc1nc2c(c(=O)[nH]c(=O)n2C)n1Cc1ccccc1 | -4% | 0 | -1 | 11 | -0.1% | 1 | -1% | -4 | 0%
O=C1CCC(C(=O)NCc2ccccc2)N1 (stereo not given) | -2% | -6 | -1 | 11 | 3.5% | 5 | 5% | 5 | 10%
C=CC[C@@H](CC(=O)N[C@H](CO)Cc1ccccc1)C(=O)N[C@H](COC(=O)[C@@H](CC=C)CC(=O)OC(C)(C)C)Cc1ccccc1 | -4% | 1 | nt | nt | nt | nt | -9% | nt | 3%
CC(C)CCOC(=O)C1C2C=CC3(CN(Cc4cccs4)C(=O)C13)O2 (stereo not given) | -3% | 2 | 2 | 0 | 0.9% | -1 | 1% | 0 | -2%
Cc1ccc(NC(=O)c2ccc(CSc3nnc(C)s3)cc2)cc1 | -4% | -8 | 35* | 23 | 1.4% | 125* | 0% | -10 | -5%
Cc1ccc(NC(=O)C2CCN(S(=O)(=O)c3cccc4nonc34)CC2)c(Cl)c1 | -2% | -9 | 1 | -4 | 0.7% | -2 | 8% | -1 | -1%
CC(=O)C1=C(C)Nc2ncnn2C1c1ccccc1Cl (stereo not given) | -3% | -1 | -1 | 1 | 0.9% | 2 | 1% | -5 | -2%
Cc1ccc(NC(=O)Cn2cc(S(=O)(=O)c3ccc(F)cc3)c(=O)c3cc(F)ccc32)cc1 | -4% | -10 | 1 | 4 | ? | -2 | 0% | 10 | -9%
O=C(CN1C(=O)COc2ccccc21)N1CCc2ccccc2C1 | 1% | -8 | 2 | -11 | 0.3% | 1 | 1% | -3 | 3%
CN1CCc2c(c3c(n2C)CCN(C)C3c2ccc(F)cc2)C1c1ccc(F)cc1 (stereo not given) | 0% | 1 | -2 | nt | 1.0% | -1 | 0% | 8 | 0%
C[C@@H]1CN([C@H](C)CO)C(=O)c2cc(-c3ccc(F)cc3)cnc2O[C@H]1CN(C)C(=O)c1ccc(F)cc1 | -6% | -19 | nt | nt | nt | nt | 0% | nt | -14%

Some of the compounds tested; rates above refer to the full screens.
